Compound activity as filed in PubChem.
AGP1-GFP MLPCN – modulators of AGP1-GFP expression in yeast TOR pathway, primary screen, cell-based, multiplex flow cytometry, S. cerevisiae, MLPCN library | 3 h; GFP as percent of DMSO wells | GFP response vs DMSO, % at 10 µM | actives 0.02% (n = 320,000) | AID 2066, 2009;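 active = GFP response relative to DMSO above a set limit, near screen average plus 3 SD, cut at about 150% in these data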;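 also: median GFP channel fluorescence of the gated AGP1 strain per well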
CIT2 TOR yeast – modulators of CIT2-GFP expression in yeast, primary screen, S. cerevisiae, GFP fusion, multiplex flow cytometry, MLPCN library. GFP response vs DMSO, % at 10 µM. S. cerevisiae CIT2-GFP strain, 3 h; 100 means same as DMSO wells. actives 0.065% (n = 320,000);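 active = GFP response relative to DMSO above a set limit, near the screen mean plus 3 SD, cut at about 150% in these data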;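 also: ratio of well median GFP fluorescence to mean of DMSO wells on the plate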
GRK2 inh – compounds blocking aptamer binding on GRK2 – biochemical, human GRK2, bead flow cytometry, HTS, primary screen; Beta-adrenergic receptor kinase 1 (Homo sapiens), P25098; FAM-aptamer displacement from GRK2; inhibition of aptamer binding, % at 10 µM; actives 0.59% (n = 330,000); AID 488847, 2010;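 active = inhibition of aptamer binding above 40%, roughly 3 SD of noise, on plates passing a quality check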;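 also: median bead fluorescence of bound FAM aptamer so fluorescent compounds give negative values; no value below 0 was filed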
GLD-1 RNA inh – GLD-1/TGE RNA complex disruptors, primary screen, biochemical, fluorescence polarization; purified GLD-1 + fluorescein TGE RNA; Female germline-specific tumor suppressor gld-1 (Caenorhabditis elegans), Q17339; actives 0.44% (n = 320,000); inhibition, % at 5.96 µM;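 active = percent inhibition above a per-plate cutoff, the plate mean of test compounds plus 3 SD, cut at about 30% in these data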;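 also: 0% = DMSO wells with GLD-1 and probe and 100% = wells lacking GLD-1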
Target sequence (Q17339 whole entry, looked up): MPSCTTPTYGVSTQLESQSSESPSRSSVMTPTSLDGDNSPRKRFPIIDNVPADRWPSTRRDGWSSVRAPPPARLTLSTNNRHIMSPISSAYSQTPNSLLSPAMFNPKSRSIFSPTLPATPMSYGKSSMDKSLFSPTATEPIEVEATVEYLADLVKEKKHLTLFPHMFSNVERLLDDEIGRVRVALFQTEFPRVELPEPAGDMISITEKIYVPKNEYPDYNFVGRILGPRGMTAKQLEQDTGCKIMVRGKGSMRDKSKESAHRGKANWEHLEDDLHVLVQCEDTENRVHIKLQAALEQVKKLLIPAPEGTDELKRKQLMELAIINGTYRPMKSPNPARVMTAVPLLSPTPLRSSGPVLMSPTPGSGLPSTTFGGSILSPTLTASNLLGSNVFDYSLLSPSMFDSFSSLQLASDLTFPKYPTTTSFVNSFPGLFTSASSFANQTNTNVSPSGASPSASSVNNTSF
MCL1 BIM primary – inhibitors of MCL1 binding to BIM-BH3, primary screen, biochemical, fluorescence polarization | inhibition, % at 10.9 µM | AID 2057, 2009 | Induced myeloid leukemia cell differentiation protein Mcl-1 (Homo sapiens), Q07820 | GST-MCL1 / FITC-Bim-BH3 fluorescence polarization | actives 0.68% (n = 320,000);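 active = inhibition above the mean inhibition of all tested compounds plus 3 SD, set per campaign, cut at about 40% in these data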;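 also: 0% = DMSO wells and 100% = unlabeled Bim-BH3 peptide control; higher means more loss of mP so more displacement of Bim peptide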
MEX-5 binding – MEX-5 zinc finger RNA-binding disruptors – biochemical, C. elegans, fluorescence polarization, MLPCN library, primary screen. AID 1832, 2009. activity score (negative = inhibition of binding), % at 10 µM. actives 0.38% (n = 300,000). MEX-5/FITC-TCR2 RNA binding; stronger effect = lower value;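 active = inhibition past about -25% in most replicates, and total fluorescence under double the plate's negative control median, limit read from the data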;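 also: 0% = DMSO and -100% = 5 µM competing unlabeled TCR2 RNA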
Target sequence (Q9XUB2 whole entry, looked up): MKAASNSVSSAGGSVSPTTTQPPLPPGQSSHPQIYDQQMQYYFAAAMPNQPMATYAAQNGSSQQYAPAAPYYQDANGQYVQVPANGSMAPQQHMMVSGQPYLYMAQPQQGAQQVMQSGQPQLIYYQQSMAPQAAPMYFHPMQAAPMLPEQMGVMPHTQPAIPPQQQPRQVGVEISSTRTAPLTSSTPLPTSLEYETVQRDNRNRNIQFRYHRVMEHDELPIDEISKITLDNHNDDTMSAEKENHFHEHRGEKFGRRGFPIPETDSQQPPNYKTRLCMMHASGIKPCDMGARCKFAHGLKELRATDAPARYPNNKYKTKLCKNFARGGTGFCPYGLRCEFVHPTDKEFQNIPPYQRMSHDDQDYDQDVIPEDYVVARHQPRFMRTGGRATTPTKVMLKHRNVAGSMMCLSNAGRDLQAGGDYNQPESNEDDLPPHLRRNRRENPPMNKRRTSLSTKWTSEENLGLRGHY
BCLXL inh – inhibitors of human Bcl-xL, primary screen, biochemical, fluorescence polarization, HTS | Bcl-2-like protein 1 (Homo sapiens), Q07817 | inhibition, % at 10.9 µM | GST-Bcl-xL / FITC-Bim BH3 peptide fluorescence polarization | actives 0.7% (n = 320,000);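 active = inhibition above the mean of all tested compounds plus 3 SD, cutoff set per campaign, cut at about 30% in these data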;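 also: 0% = DMSO wells and 100% = unlabeled Bim-BH3 peptide competitor; inhibitors lower millipolarization by displacing the labeled peptide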
CR mimetic SO – reduction of superoxide in aged yeast, primary screen, HTS. S. cerevisiae aged cells, superoxide DHE fluorescence; stronger effect = lower value. superoxide response (% of plate mean), % at 10 µM. actives 0.18% (n = 330,000);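 active = superoxide response under a set limit, about three screen SD below normal, cut at about 65% in these data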;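 also: yeast aged for seven days with compound at 30 °C before DHE staining; 100% = average MFI of all compound-treated wells on the plate with controls excluded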
VLA-4 inh – inhibition in human VLA-4 binding assay, primary screen, VLA-4 allosteric modulator project, MLPCN library, flow cytometry, VLA-4 expressing cells; actives 0.2% (n = 330,000); ligand binding flow cytometry; inhibition, % (about 7 µM as worked out from the volumes in the protocol); Integrin alpha-4 (Homo sapiens), P13612; in the data active = inhibition above about 50%
The depositor's hits bear a star; . = not tested or not shown.

SMILES	AGP1-GFP MLPCN	CIT2 TOR yeast	GRK2 inh	GLD-1 RNA inh	MCL1 BIM primary	MEX-5 binding	BCLXL inh	CR mimetic SO	VLA-4 inh
Cc1nnc(SCC(=O)N2CCC(c3noc4ccc(F)cc34)CC2)s1	105	106	3	4	1	-2.3	-3	121	3
O=C(O)/C(=C\c1ccc(Cl)cc1)c1ccc(S(=O)(=O)N2CCCC2)s1	96	91	3	-2	-8	.	-1	122	-11
CCN(CC(=O)Nc1ccccc1OC)C(=O)CN1C(=O)NC2(CCCC2)C1=O	103	106	0	6	22	0.3	-5	102	33
COC(=O)C1=C(C(=O)OC)[C@@H]2Nc3ccccc3[C@@]23C[C@@H](C(=O)OC)N(C(=O)c2cc(C)oc2C)C3=N1	89	107	5	2	8	-1.0	3	105	2
CCOC(=O)c1cc(-c2ccccc2)n(CCC(=O)N2CCN(c3ccccc3OC)CC2)c1C	103	100	0	3	8	-0.8	4	106	0
COC(=O)c1ccccc1NC(=O)C(C)NS(=O)(=O)c1ccc(OC)cc1 (centres undefined)	107	105	0	-2	6	1.1	8	84	-13
Cc1ccc(S(=O)(=O)NCCCOC(=O)Nc2ccncc2)cc1	106	114	0	5	5	0.4	6	91	4
Cc1nc([N+](=O)[O-])c(C(=O)OCc2ccccc2C#N)n1C	98	103	9	2	-4	1.6	4	107	23
CN(C)CCN1C(=O)C(O)=C(C(=O)c2cc3ccccc3o2)C1c1ccccn1 (centres undefined)	110	110	0	0	3	1.7	4	105	-4
CCN(CC)S(=O)(=O)c1ccc(S(=O)(=O)Nc2ccc3c(c2)oc2ccccc23)cc1	108	97	0	3	-3	0.5	1	100	4
Cc1ccc(S(=O)(=O)N(C)CC(=O)NCC(c2ccco2)N(C)C)cc1 (centres undefined)	103	95	3	5	4	.	6	79	27
Cc1ccccc1Cn1c(C)nc2ccccc21	102	102	1	-1	2	1.8	3	95	0
Cc1nc(NC(=O)CSc2nnc(Cn3nnc4ccccc43)n2C)sc1C	98	98	1	2	3	-0.8	4	95	16
CCOC(=O)c1ccccc1NC(=O)CSc1nc2[nH]ncc2c(=O)[nH]1	91	90	2	5	-2	-0.6	7	93	-2
CC(C)Oc1ccc(OCCn2c(S(=O)(=O)O)nc3c(N)ncnc32)cc1	97	94	0	.	.	-0.9	.	98	27
CC1(C)Cc2c(C#N)c(NCCCO)nc(-c3ccccc3)c2CO1	102	103	1	0	8	-1.9	4	102	-17
COc1cccc(CN2CC(C(=O)N(C)Cc3nc4ccc(F)cc4[nH]3)CCC2=O)c1 (centres undefined)	69	86	0	2	-6	0.6	1	93	-15
CCCCOc1ccc(CSCCNC(=S)Nc2ccccc2)cc1	88	91	0	6	2	1.8	2	83	1
COC(=O)N(NC(=O)C(O)(CCC(C)C)CCC(C)C)c1ccccc1	102	104	2	9	13	-0.6	3	91	0
COC(=O)c1sc2ncccc2c1OCc1c(Cl)cccc1Cl	102	96	1	3	3	0.6	4	103	48
COc1ccc(-n2nc(C(=O)NCC(=O)NCc3ccco3)c3ccccc3c2=O)cc1	109	106	2	10	3	1.0	8	102	-2
O=C(c1ccncc1)c1ccc(NC(=O)c2cccs2)cc1	95	95	0	-3	3	0.1	2	116	10
O=C(c1cccs1)N1CCc2c([nH]c3ccccc23)C1c1ccc(Cl)cc1 (centres undefined)	96	101	0	9	4	0.9	7	92	12
Cc1ccc(S(=O)(=O)Nc2cccc(C(=O)NCc3cccnc3)c2)cc1F	107	106	0	3	0	1.3	6	96	-12
CN(C)CC(O)CN1C(=O)NC(C)(C)C1=O (centres undefined)	100	104	0	1	10	3.2	-2	79	0
COc1ccc(N2CCN(CC(O)COCc3ccccc3)CC2)cc1 (centres undefined)	109	113	1	7	4	-1.2	3	96	-2
CCOC(=O)c1c(N)sc(C(N)=O)c1C	104	100	1	0	9	0.9	7	117	3
COCC(=O)Nc1cc(Cl)c(OC)cc1OC	98	101	0	10	0	.	2	112	5
COC(=O)COc1ccc(-c2ccccc2)cc1C=O	106	87	0	4	2	0.0	5	90	20
CCn1c(CNc2ccc(OC)cc2)nnc1SCC(=O)N1CCCc2ccccc21	100	102	0	10	4	0.7	1	104	9
COC1C(C)=C(C)C(=O)N1Cc1ccc(F)cc1 (centres undefined)	93	103	2	1	6	-1.7	1	95	21
Cc1cccc(C(=O)OCC(=O)NC(C)CCc2ccccc2)c1O (centres undefined)	104	104	1	3	7	0.1	4	100	6
CNC1(C)[C@H]2CC[C@H](C2)C1(C)C (some centres undefined)	108	112	0	-6	.	.	.	86	20
COc1ccccc1C(=O)COC(=O)Cc1ccccc1F	95	110	0	5	.	.	.	95	7
CC(C)C[C@@H](CO)N1CCN(C)CCC1=O	93	105	0	-1	-10	0.1	-1	100	0
Cc1nnc(-c2cnn(-c3ccccc3)c2N)n1Cc1ccccc1	105	104	5	2	8	1.5	3	92	4
O=C(c1cccc(S(=O)(=O)N2CCCC2)c1)N1CCOCC1	99	95	1	3	8	.	7	111	11
Cn1c(C(N)=O)cnc1Sc1ncc(C(F)(F)F)cc1Cl	102	108	0	-5	3	0.6	4	106	-11
C=CCn1c(CSc2nnc(-c3ccccc3)n2C)n[nH]c1=S	105	108	0	-4	-4	0.5	-2	120	-6
CCn1c(C)[n+](CCCS(=O)(=O)[O-])c2cc(Cl)c(Cl)cc21	96	109	0	-2	-8	1.8	-9	98	1
COc1ccc(C(=O)NCCOc2cccc(Oc3ccccc3)c2)cc1OC	100	90	4	3	8	.	4	149	26
CC(C)(C)c1ccc(Cc2n[nH]c(=S)[nH]c2=O)cc1	100	101	1	1	8	0.8	5	104	-2
CC1(C(=O)O)Sc2[nH]c(=O)sc2C2c3ccccc3OC(=O)C21 (centres undefined)	97	102	0	5	18	-5.6	15	98	4
O=C(Nc1cccc(C(=O)O)c1)Nc1ccc2c(c1)OCO2	98	106	4	4	12	-2.0	6	96	-21
CC1Cc2ccccc2N1c1ncnc2c1nnn2Cc1ccccc1 (centres undefined)	101	100	4	0	5	3.9	0	98	-2
O=C(COc1ccccc1Cl)NCCCN1CCOCC1	104	104	0	8	-4	-1.1	-1	86	22
O=C(Nc1nc(COc2ccccc2)cs1)C12CC3CC(CC(C3)C1)C2	98	94	2	1	0	0.7	-1	90	-17
Cc1cc(Cl)ccc1OCC(O)CNCCc1ccc(S(N)(=O)=O)cc1 (centres undefined)	95	94	0	-3	4	1.0	-2	114	10
CCCCC(=O)Nc1ccc2c(c1)nc(CCN1CCN(C)CC1)n2C	97	88	0	8	1	-0.6	1	110	3
COc1ccc(S(=O)(=O)N2CCC(NC(=O)N3CCOCC3)CC2)cc1	115	113	1	2	-2	0.2	-9	95	-16
CCOc1ccc(C(CC(=O)O)NC(=O)C2c3ccccc3Oc3ccccc32)cc1 (centres undefined)	97	101	2	-9	-3	-1.7	2	98	-15
Cc1occc1C(=O)NC1CCCCCC1	94	113	1	2	5	1.2	8	101	-7
CCOC(=O)c1cccc(NC(=O)CCc2nnc3ccc(N4CCN(C)CC4)nn23)c1	103	105	1	-3	-1	0.4	-1	121	-9
O=C(COC(=O)CN1C(=O)C2CCCCC2C1=O)Nc1ccc(S(=O)(=O)N2CCOCC2)cc1 (centres undefined)	99	95	0	3	-2	-0.5	1	106	15
Cc1c(-c2cc(Br)ccc2O)nc2cc3c(cc2c1C)OCO3	98	98	11	-2	13	-3.2	20	105	-186
Cc1noc(C)c1COC(=O)C1CC(O)CN1S(=O)(=O)c1ccc(Cl)cc1 (centres undefined)	102	96	1	-1	2	-3.0	5	94	16
CC(C)c1cc(C(=O)N2CCCC(N3CCN(c4ccc(F)cc4)CC3)C2)no1 (centres undefined)	96	104	3	0	-4	-2.0	-2	121	0
CN1CCN(C(=O)/C(=C/c2ccc(F)cc2)NC(=O)c2ccccc2)CC1	109	107	0	9	5	1.1	6	86	11
COc1ccc(N2CC(C(=O)N[C@@H](CC(C)C)C(=O)NC3CCCCC3)CC2=O)cc1 (some centres undefined)	100	103	1	9	10	0.5	3	94	22

12 successive compounds out of the list so far:
SMILES	AGP1-GFP MLPCN	CIT2 TOR yeast	GRK2 inh	GLD-1 RNA inh	MCL1 BIM primary	MEX-5 binding	BCLXL inh	CR mimetic SO	VLA-4 inh
COc1ccc(C(=O)NCCOc2cccc(Oc3ccccc3)c2)cc1OC	100	90	4	3	8	.	4	149	26
CC(C)(C)c1ccc(Cc2n[nH]c(=S)[nH]c2=O)cc1	100	101	1	1	8	0.8	5	104	-2
CC1(C(=O)O)Sc2[nH]c(=O)sc2C2c3ccccc3OC(=O)C21 (centres undefined)	97	102	0	5	18	-5.6	15	98	4
O=C(Nc1cccc(C(=O)O)c1)Nc1ccc2c(c1)OCO2	98	106	4	4	12	-2.0	6	96	-21
CC1Cc2ccccc2N1c1ncnc2c1nnn2Cc1ccccc1 (centres undefined)	101	100	4	0	5	3.9	0	98	-2
O=C(COc1ccccc1Cl)NCCCN1CCOCC1	104	104	0	8	-4	-1.1	-1	86	22
O=C(Nc1nc(COc2ccccc2)cs1)C12CC3CC(CC(C3)C1)C2	98	94	2	1	0	0.7	-1	90	-17
Cc1cc(Cl)ccc1OCC(O)CNCCc1ccc(S(N)(=O)=O)cc1 (centres undefined)	95	94	0	-3	4	1.0	-2	114	10
CCCCC(=O)Nc1ccc2c(c1)nc(CCN1CCN(C)CC1)n2C	97	88	0	8	1	-0.6	1	110	3
COc1ccc(S(=O)(=O)N2CCC(NC(=O)N3CCOCC3)CC2)cc1	115	113	1	2	-2	0.2	-9	95	-16
CCOc1ccc(C(CC(=O)O)NC(=O)C2c3ccccc3Oc3ccccc32)cc1 (centres undefined)	97	101	2	-9	-3	-1.7	2	98	-15
Cc1occc1C(=O)NC1CCCCCC1	94	113	1	2	5	1.2	8	101	-7
